High-throughput results (PubChem)
ATG4B inh: inhibitors of human ATG4B cysteine protease. Q9Y4P1. AID 504462. inhibition, % at 8.33 µM. ATG4B cleavage of LC3-PLA2, NBD-HPC fluorescence, 1 h. 340,000 compounds, 0.51% hits; in the data active = inhibition above about 40%
HKDC1 inhibitor: blocks human hexokinase HKDC1 activity; 340,000 compounds, 0.16% hits; AID 493160; inhibition, % at 20 µM; Q2TB90; recombinant HKDC1, G6PDH/diaphorase resazurin coupled fluorescence;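 active = inhibition above about 35% when tested at 20 µM, limit read from the data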;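 also: plate controls were DMSO wells with enzyme for no effect and DMSO wells lacking enzyme for full effect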
Target sequence (Q2TB90 whole entry, looked up): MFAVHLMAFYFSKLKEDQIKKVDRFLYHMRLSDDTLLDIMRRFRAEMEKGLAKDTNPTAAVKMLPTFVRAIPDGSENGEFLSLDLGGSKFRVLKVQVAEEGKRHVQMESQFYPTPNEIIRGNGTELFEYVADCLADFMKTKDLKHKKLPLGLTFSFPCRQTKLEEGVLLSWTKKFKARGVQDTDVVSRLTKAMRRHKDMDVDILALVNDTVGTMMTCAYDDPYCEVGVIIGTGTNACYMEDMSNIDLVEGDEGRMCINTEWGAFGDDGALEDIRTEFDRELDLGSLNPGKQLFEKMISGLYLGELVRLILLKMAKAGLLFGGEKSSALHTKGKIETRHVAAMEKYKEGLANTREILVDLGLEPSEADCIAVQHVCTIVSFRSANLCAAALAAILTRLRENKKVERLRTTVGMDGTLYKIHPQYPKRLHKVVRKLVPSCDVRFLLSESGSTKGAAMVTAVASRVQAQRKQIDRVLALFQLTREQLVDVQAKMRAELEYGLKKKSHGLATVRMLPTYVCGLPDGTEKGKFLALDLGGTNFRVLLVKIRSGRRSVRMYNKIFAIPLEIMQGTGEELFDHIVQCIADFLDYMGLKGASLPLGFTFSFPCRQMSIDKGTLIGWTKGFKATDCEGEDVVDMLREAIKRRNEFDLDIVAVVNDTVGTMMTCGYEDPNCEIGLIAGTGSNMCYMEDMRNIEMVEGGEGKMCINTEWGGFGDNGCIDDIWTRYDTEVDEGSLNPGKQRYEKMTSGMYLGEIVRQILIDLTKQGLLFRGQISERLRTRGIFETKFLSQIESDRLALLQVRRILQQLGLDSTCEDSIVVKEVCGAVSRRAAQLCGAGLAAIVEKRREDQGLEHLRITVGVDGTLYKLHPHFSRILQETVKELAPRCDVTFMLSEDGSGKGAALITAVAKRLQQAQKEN
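Assay system: recombinant HKDC1 hexokinase; detection: coupled resazurin fluorescence, excitation 525 nm, emission 613 nm; benchmarks: DMSO-plus-enzyme-mix negative control, buffer-substituted positive control; compound dosing: single 20 µM dose; schedule: 90 min at room temperature in dark; also added: glucose plus 1 mM ATP as hexokinase substrates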
PfGluPho inh: PfG6PD (Plasmodium falciparum) enzyme inhibition; PfGluPho enzyme, NADPH resazurin-diaphorase fluorescence; inhibition, % at 20 µM; 350,000 compounds, 0.78% hits; AID 504690;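 active = inhibition reaching at least a set limit at 20 µM in the primary screen, cut at about 59% in these data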;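 also: 0% = DMSO wells with substrate and 100% = DMSO wells lacking glucose-6-phosphate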
hIAP block: blocks human intestinal alkaline phosphatase. AID 2544. P09923. 330,000 compounds, 0.12% hits. purified IAP, CDP-Star luminescence, 30 min. inhibition, % at 10 µM;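 active = inhibition reaching a set limit with compound at 10 µM in the primary screen, cut at about 35% in these data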;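 also: plate controls were DMSO wells with enzyme for no effect and no-enzyme buffer wells for full effect; values of inactives mirror those of a sister screen read the other way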
APOBEC3A inh: inhibitors of human APOBEC3A DNA deaminase; recombinant A3A, FAM/TAMRA ssDNA deamination fluorescence; 330,000 compounds, 0.41% hits; P31941; inhibition, % at 20 µM; AID 493011;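 active = at least 40% inhibition at 20 µM here, with at most 30% in a related deaminase screen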;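 also: plate controls were A3A with DMSO for no effect and wells lacking A3A enzyme for full effect; some results filed as inactive read as strong as hits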
mIAP block: mouse IAP inhibition; inhibition, % at 10 µM; 330,000 compounds, 0.2% hits; purified mouse IAP, CDP-Star luminescence, 30 min;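 active = inhibition of at least 40% at 10 µM in the primary screen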;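 also: plate controls were DMSO with enzyme for no effect and no enzyme wells for full effect; values of inactives mirror those of a sister screen read the other way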
mIAP act: increases mouse intestinal alkaline phosphatase activity | muIAP, CDP-Star luminescence, 30 min; stronger effect = higher value; 1 = vehicle-only enzyme signal, 0 = enzyme-free wells | activation factor at 10 µM | 330,000 compounds, 0.24% hits | AID 2805;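 active = activation factor of at least 2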; also: the source names both 10 and 20 µM as test concentration; values of inactives mirror those of a sister screen read the other way
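also added = chemiluminescent substrate CDP-Star | test system = mouse IAP enzyme | signal = chemiluminescence readout | compound = DMSO-dissolved test compounds | incubation = 30 min at room temperature | benchmarks = DMSO wells, no-enzyme wells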
hIAP act: human IAP activation. P09923. purified human IAP, CDP-Star luminescence, 30 min; stronger effect = higher value; 1 = vehicle-only enzyme, 0 = enzyme-free background. activation factor at 10 µM. 330,000 compounds, 0.16% hits;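 active = activation factor of the enzyme at least 2-fold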; also: the source names both 10 and 20 µM as test concentration; values of inactives mirror those of a sister screen read the other way
The depositor's hits bear a star. Rows are unselected. About 2.4% of those tested had a hit in this group.

| Molecule | ATG4B inh | HKDC1 inhibitor | PfGluPho inh | hIAP block | APOBEC3A inh | mIAP block | mIAP act | hIAP act |
| --- | --- | --- | --- | --- | --- | --- | --- | --- |
| CN(CC(=O)N1CCN(c2cccc(Cl)c2)CC1)S(=O)(=O)c1cnc[nH]1 | -1 | -10 | 11 | -5 | -3 | 2 | 0.98 | 1 |
| COc1cc(O)c(C(CCN2CCCC2)c2ccc(N(C)C)cc2)c(OC)c1 (configuration not stated) | -10 | -2 | 12 | 7 | 4 | 4 | 0.96 | 0.93 |
| CC12CCC(=O)N1C(C(=O)N1CCN(S(=O)(=O)c3ccccc3F)CC1)CS2 (configuration not stated) | -3 | -8 | 29 | 1 | 1 | -2 | 1 | 0.99 |
| COc1ccc(-c2c(C#Cc3ccsc3)c3ccccc3n2C)cc1 | 7 | 7 | 20 | 14 | 11 | -2 | 1 | 0.85 |
| Cc1nc2cc(F)ccc2n1C1CCN(C(=O)c2ccc(F)cc2F)CC1 | 1 | -6 | -20 | -30 | -5 | 4 | 0.96 | 1.3 |
| Cc1cc(C)n(CC(=O)NNC(=O)CCCOc2ccc(Cl)c(C)c2)n1 | 4 | -5 | 2 | -85 | 0 | -1 | 1 | 1.8 |
| COc1ccc(S(=O)(=O)N2CCC(C(=O)NCCC(=O)Nc3cccc(OC)c3)CC2)cc1 | -13 | -5 | -11 | 13 | -1 | -1 | 1 | 0.87 |
| O=C(OCC(=O)N(C1CCCCC1)C1CCCCC1)c1ccc(O)cc1 | 3 | 2 | 2 | -12 | -6 | -4 | 1 | 1.1 |
| Cc1[nH]c2ccccc2c1C(=O)CN1CCN(C/C=C/c2ccccc2)CC1 | -11 | 9 | -3 | -2 | 4 | -5 | 1.1 | 1 |
| CC(C)COC(=O)Cn1cnc2ccc(Br)cc2c1=O | -9 | -2 | 10 | 0 | -3 | 1 | 0.99 | 1 |
| CCOC(=O)c1sc(NC(=O)CC)c(C#N)c1C | 9 | -3 | 10 | -10 | 2 | 0 | 1 | 1.1 |
| O=C1CC(c2ccccc2F)C2=C(COC2=O)N1 (configuration not stated) | -5 | -9 | 1 | -2 | 2 | -2 | 1 | 1 |
| Cc1noc(C)c1CSc1nc2cc(S(=O)(=O)N3CCOCC3)ccc2o1 | -7 | -6 | 47 | 10 | -1 | 5 | 0.95 | 0.9 |
| O/N=C\c1cccn1-c1ccc(Br)cc1 | 1 | -1 | 2 | 14 | 3 | 1 | 0.99 | 0.86 |
| O=C(COc1ccc([N+](=O)[O-])cc1)NNC(=O)Nc1ccccc1F | 2 | -2 | 2 | -39 | 3 | 44* | 0.56 | 1.4 |
| COc1ccc(N=c2cc(-c3ccc(OC)cc3)oc3ccccc23)cc1 | 32 | 11 | -2 | 3 | 9 | 5 | 0.95 | 0.97 |
| COc1ccc(C(=O)CCN2CCc3cc(OC)c(OC)cc3C2)cc1 | -9 | -9 | 21 | 8 | -3 | 8 | 0.92 | 0.92 |
| COc1ccc(Cl)cc1-c1n[nH]c(=S)n1Cc1ccccc1 | 5 | 8 | 2 | -6 | -9 | 42* | 0.58 | 1.1 |
| COc1ccc(NC(=O)CN(C)C(=O)c2ccccc2CCc2ccccc2)cc1 | -3 | -1 | -8 | -5 | -5 | -10 | 1.1 | 1 |
| Cc1ccc(Nc2nc(N)nc(CN3CCc4ccccc4C3)n2)cc1 | -15 | 2 | -2 | -4 | -2 | 5 | 0.95 | 1 |
| COc1ccc(C(=O)NCc2cccnc2)cc1S(=O)(=O)N1CCOCC1 | -1 | -10 | 3 | 20 | -3 | 1 | 0.99 | 0.8 |
| CCCCN(C(=O)C1CCC1)c1c(N)n(CC(C)C)c(=O)[nH]c1=O | -4 | -3 | -12 | 6 | -2 | 7 | 0.93 | 0.94 |
| CCNc1nc(-c2cc(C)n(Cc3ccco3)c2C)cs1 | -6 | -9 | 35 | 5 | 10 | 26 | 0.74 | 0.95 |
| O=C(c1cc2cc(Cl)cc(Cl)c2oc1=O)N1CCOCC1 | -4 | -3 | 13 | -8 | 0 | -9 | 1.1 | 1.1 |
| Clc1cccc(N/N=C/c2ccc(N3CCOCC3)cc2)c1 | 0 | -3 | 14 | -13 | -6 | 4 | 0.96 | 1.1 |
| COc1ccc(CSc2nnc(C)s2)cc1F | -2 | -5 | 2 | 3 | 0 | 16 | 0.84 | 0.97 |
| COc1cc(C=NNC(=O)c2ccccc2-n2cccc2)ccc1O | -7 | -1 | -5 | 2 | 0 | 4 | 0.96 | 0.98 |
| CC(=O)OCC[C@H](NS(=O)(=O)OCC(Cl)(Cl)Cl)c1ccccc1 | -7 | 0 | 8 | -3 | 1 | -5 | 1.1 | 1 |
| N/C(=N\OC(=O)c1cccc(Br)c1)c1ccc([N+](=O)[O-])cc1 | -5 | -6 | 3 | -3 | -1 | 1 | 0.99 | 1 |
| CCCC(=O)NC(c1ccc(Cl)cc1Cl)c1ccc2cccnc2c1O (configuration not stated) | -6 | -27 | -12 | -42 | -1 | 0 | 0.99 | 1.4 |
| CCCC(=O)Nc1ccc(NC(=O)c2ccco2)c(OC)c1 | 6 | -3 | -13 | -13 | -1 | -2 | 1 | 1.1 |
| COc1ccc(-n2nnnc2SCC(=O)Nc2cccc(NC(C)=O)c2)cc1OC | -10 | 0 | 2 | 13 | -5 | -16 | 1.2 | 0.87 |
| COc1ccc(OC)c(S(=O)(=O)n2nc(C)cc2C)c1 | -7 | -1 | 15 | -10 | -7 | -6 | 1.1 | 1.1 |
| COc1ccccc1C(=O)NCCC(=O)N1CCN(c2ccc(C(F)(F)F)cn2)CC1 | -15 | -6 | 0 | -8 | 1 | -6 | 1.1 | 1.1 |
| COc1ccc(NS(=O)(=O)c2cccc(NC(=O)C3=NN(c4ccccc4)C(=O)CC3)c2)cc1 | -20 | 1 | 4 | -11 | -5 | -4 | 1 | 1.1 |
| CN(C(=O)CSc1nc2ccc(Br)cc2c(=O)n1Cc1ccco1)C1CCS(=O)(=O)C1 (configuration not stated) | 10 | 1 | 3 | -7 | 1 | 15 | 0.85 | 1.1 |
| N#CCc1nc(-c2cc3ccccc3oc2=O)cs1 | 4 | -7 | -11 | 3 | -2 | 6 | 0.94 | 0.97 |
| O=C(CSc1nnc(CNC(=O)c2ccco2)o1)Nc1ccc(F)cc1 | 1 | -3 | 15 | 29 | -6 | 2 | 0.98 | 0.71 |
| Cc1ccc(C)c(NC(=O)N2CCCCCC2)c1 | -1 | -5 | 0 | -10 | 2 | -2 | 1 | 1.1 |
| CC(C)(C(=O)c1ccccc1)/[N+]([O-])=C/c1ccccc1 | 2 | -7 | -2 | 7 | 2 | 6 | 0.94 | 0.93 |
| O=C(Nc1ccc2c(c1)OCCO2)N1CCN(c2ccccc2)CC1 | 4 | 3 | -5 | 14 | 0 | 3 | 0.97 | 0.86 |
| Cc1[nH]nc(SCC(=O)NCc2ccccc2)c1[N+](=O)[O-] | 3 | 3 | -21 | 5 | -3 | -2 | 1 | 0.95 |
| CCCCCN(C(=O)CCC(=O)OCC(=O)c1ccc(CCC)cc1)c1c(N)n(CCCC)c(=O)[nH]c1=O | -7 | -1 | -8 | -8 | -1 | 2 | 0.98 | 1.1 |
| Fc1ccc(Oc2nc(-c3ccccn3)nc3ccccc23)cc1 | 31 | -1 | 5 | 5 | 0 | 12 | 0.88 | 0.95 |
| COC(=O)c1ccc(OC)c(CN2CCCN(Cc3cc(C)ccc3C)S2(=O)=O)c1 | 7 | 0 | 9 | 15 | -3 | 8 | 0.92 | 0.85 |
| O=C(CCc1ccccc1)Nc1cccc(NC(=O)CCc2ccccc2)c1 | -2 | -5 | 0 | 6 | -1 | -13 | 1.1 | 0.94 |
| O=C(O)CSC1CC(=O)N(c2cccc(Cl)c2)C1=O (configuration not stated) | -10 | -3 | -10 | 12 | -5 | 11 | 0.89 | 0.88 |
| Cc1ccc(NC(=S)NCCN2CCOCC2)cc1C | -1 | -15 | 6 | 7 | -3 | -2 | 1 | 0.93 |

Another view of some results above.
molecule: O=C(OCC(=O)N(C1CCCCC1)C1CCCCC1)c1ccc(O)cc1
  ATG4B inh: 3	HKDC1 inhibitor: 2	PfGluPho inh: 2	hIAP block: -12	APOBEC3A inh: -6	mIAP block: -4	mIAP act: 1	hIAP act: 1.1

molecule: COc1ccc(-n2nnnc2SCC(=O)Nc2cccc(NC(C)=O)c2)cc1OC
  ATG4B inh: -10	HKDC1 inhibitor: 0	PfGluPho inh: 2	hIAP block: 13	APOBEC3A inh: -5	mIAP block: -16	mIAP act: 1.2	hIAP act: 0.87

molecule: COc1cc(C=NNC(=O)c2ccccc2-n2cccc2)ccc1O
  ATG4B inh: -7	HKDC1 inhibitor: -1	PfGluPho inh: -5	hIAP block: 2	APOBEC3A inh: 0	mIAP block: 4	mIAP act: 0.96	hIAP act: 0.98

molecule: Cc1[nH]c2ccccc2c1C(=O)CN1CCN(C/C=C/c2ccccc2)CC1
  ATG4B inh: -11	HKDC1 inhibitor: 9	PfGluPho inh: -3	hIAP block: -2	APOBEC3A inh: 4	mIAP block: -5	mIAP act: 1.1	hIAP act: 1

Later entries.
| Molecule | ATG4B inh | HKDC1 inhibitor | PfGluPho inh | hIAP block | APOBEC3A inh | mIAP block | mIAP act | hIAP act |
| --- | --- | --- | --- | --- | --- | --- | --- | --- |
| CCOC(=O)N1CCN(C(=O)C2CCN(S(=O)(=O)N3CCC4(CC3)OCCO4)CC2)CC1 | 5 | -2 | -12 | -12 | -6 | -3 | 1 | 1.1 |
| O=C(CCC1CCN(Cc2ccccc2Cl)CC1)NC1CC1 | 2 | 4 | -7 | 3 | -4 | -2 | 1 | 0.97 |
| CCc1ccccc1Nc1nn2c(=O)c3ccc(C(=O)NCc4ccccn4)cc3nc2s1 | 9 | 4 | 11 | -19 | -3 | 8 | 0.92 | 1.2 |
| O=C(NCC1CCCN(C(=O)c2cccc(C(F)(F)F)c2)C1)c1ccc(F)cc1 (configuration not stated) | -5 | -4 | -1 | -23 | -2 | -2 | 1 | 1.2 |
| COc1ccc(/C(N)=N/OC(=O)COc2ccccc2Cl)cc1 | 6 | -7 | -6 | 1 | -4 | -2 | 1 | 0.99 |
| C/C(=N\NC(=O)c1cccc(S(=O)(=O)N2CCOCC2)c1)c1ccc(OCC(=O)N(C)C)cc1 | -5 | 4 | 3 | 9 | -3 | -4 | 1 | 0.91 |
| O=C(c1ccccc1[N+](=O)[O-])N1CCCN(C(=O)c2ccccc2[N+](=O)[O-])CC1 | 1 | -3 | 20 | 3 | -2 | 0 | 1 | 0.97 |
| CC1Cc2nc(SCC(=O)N3CCc4ccccc43)n(C)c(=O)c2S1 (configuration not stated) | 7 | 12 | 41 | -1 | 1 | 16 | 0.84 | 1 |
| CC1C(=O)C(C)C(c2ccc3c(c2)OCO3)NC1c1ccc2c(c1)OCO2 (configuration not stated) | 3 | 3 | 6 | 20 | -1 | -1 | 1 | 0.81 |
| O=C(NCCc1cccc(F)c1)C1CCN(S(=O)(=O)c2ccccc2)CC1 | -5 | -1 | 1 | -35 | -4 | -10 | 1.1 | 1.4 |
| CC(=O)N1CCOc2ccc(S(=O)(=O)N3CCC(C(=O)Nc4ccc(C)c(C)c4)CC3)cc21 | -10 | -2 | 5 | -81 | -2 | -49 | 1.5 | 1.8 |
